# PLK1 PBD block: inhibitors of human PLK1 polo-box domain binding. 360,000 tested, 2.8% active. P53350. Plk1 PBD binding of FITC phosphopeptide, fluorescence polarization. Potency, µM, without a hit: max response, negative = inhibition, most hits filed as inhibitors; note: potency is the fitted concentration of half-maximal effect; series mostly up to about 57 µM; % is set by controls: 0 for no effect and ±100 for the full control effect; nearly all actives have a fitted effect of over 65% in size
# Target sequence (P53350 whole entry, looked up, the tested form may be a part): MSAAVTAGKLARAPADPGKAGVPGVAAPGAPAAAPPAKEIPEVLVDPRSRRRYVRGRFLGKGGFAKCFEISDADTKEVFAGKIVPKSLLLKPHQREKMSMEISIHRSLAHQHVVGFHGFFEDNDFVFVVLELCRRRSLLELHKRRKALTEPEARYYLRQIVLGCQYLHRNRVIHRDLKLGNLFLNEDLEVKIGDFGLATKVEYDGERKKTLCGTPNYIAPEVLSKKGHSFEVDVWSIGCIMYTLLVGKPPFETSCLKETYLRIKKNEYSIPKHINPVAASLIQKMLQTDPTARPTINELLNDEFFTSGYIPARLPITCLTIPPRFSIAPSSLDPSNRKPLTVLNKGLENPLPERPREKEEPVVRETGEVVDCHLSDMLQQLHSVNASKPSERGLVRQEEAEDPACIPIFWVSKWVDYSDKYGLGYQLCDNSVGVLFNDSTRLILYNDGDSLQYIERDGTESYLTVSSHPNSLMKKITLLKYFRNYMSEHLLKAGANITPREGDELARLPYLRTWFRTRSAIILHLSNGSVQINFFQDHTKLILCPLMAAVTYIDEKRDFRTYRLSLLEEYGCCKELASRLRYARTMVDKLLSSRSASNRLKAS
# EPAC1 antag: EPAC1 (human) antagonism; O95398; EPAC1 GEF assay, Rap1b-BODIPY-GDP exchange fluorescence; Potency, µM (series often up to 115 µM), inactives show at the highest dose activity change, negative = inhibition, hits mostly inhibitors; 360,000 tested, 0.14% active; AID 720709;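 note: potency is the fitted concentration of half-maximal effect; plate controls were vehicle for no effect and positive control for full effect; nearly all actives have a fitted effect of over 50% in size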
# EPAC1 agonist: activates human EPAC1 exchange factor | AID 720707 | O95398 | Potency, µM (series often up to 154 µM), inactives show at the highest dose activation, most hits filed as activators | EPAC1 agonist qHTS, biochemical assay; response scale: 100% = response to 6.5 mM cAMP | 360,000 tested, 0.073% active; note: potency is the fitted concentration of half-maximal effect; nearly all actives have a fitted effect of over 60% in size
#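 Compounds were pinned as a concentration titration into mixtures of EPAC1 (100 nM), BODIPY-GDP-loaded Rap1B (250 nM) and GDP (50 uM). After 5 min at room temperature, fluorescence was followed for 30 min; activity was scaled to 6.5 mM cAMP.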
# EPAC2 antag: blocks human EPAC2 exchange factor | Q8WZA2 | EPAC2 GEF exchange of Rap1B-BODIPY-GDP, fluorescence | AID 720708 | Potency, µM (highest dose often 114 µM), without a hit: at the top dose activity, negative = inhibition, hits mostly inhibitors | 360,000 tested, 0.18% active; note: potency is the fitted concentration of half-maximal effect; % is set by controls: 0 for no effect and ±100 for the full control effect; nearly all actives have a fitted effect of over 45% in size; many of its hits are not listed in these tables
# CCT modulator: changes cytosolic chaperonin activity | activity change, % (test concentration not listed), hits read low | AID 651819 | 360,000 tested, 0.3% active | purified chaperonin ATPase assay, HTRF ADP detection, 30 min; in the data active = activity change below about -30%; note: % is set by controls: 0 for no effect and ±100 for the full control effect
#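 TRiC (40 or 20 nM final, by batch activity) in 30 mM Tris pH 7.4, 100 mM KCl, 5 mM MgCl2, 1 mM DTT was treated with compound at 76 uM single dose, then 10 uM ATP, 30 min at 37 °C. ADP was read by HTRF Transcreener.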
# PI5P4Ka inh: PI5P4K alpha (human) kinase inhibition | P48426 | PI5P4Kalpha enzyme, ADP-Glo luminescence, 60 min; hits give low values | max response, % | 330,000 tested, 1.2% active; active = max response of -50% or lower; inconclusive = between -30% and -50%; inactive = -30% or higher; note: value at the top dose of about 77 µM; % is set by controls: 0 for no effect and ±100 for the full control effect
# Target sequence (P48426 whole entry, looked up): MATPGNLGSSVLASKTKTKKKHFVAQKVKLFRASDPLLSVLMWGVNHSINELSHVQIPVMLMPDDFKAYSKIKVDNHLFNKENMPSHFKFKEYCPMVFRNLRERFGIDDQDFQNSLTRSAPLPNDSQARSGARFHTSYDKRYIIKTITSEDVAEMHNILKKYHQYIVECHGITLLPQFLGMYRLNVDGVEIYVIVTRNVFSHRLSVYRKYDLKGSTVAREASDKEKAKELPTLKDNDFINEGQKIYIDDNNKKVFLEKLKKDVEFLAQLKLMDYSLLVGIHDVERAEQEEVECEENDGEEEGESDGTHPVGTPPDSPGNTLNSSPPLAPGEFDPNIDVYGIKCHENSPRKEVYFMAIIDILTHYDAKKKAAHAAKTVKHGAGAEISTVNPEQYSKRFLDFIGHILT
#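 Enzyme plus substrate dispensed, test compounds pinned in, then ATP (5 microM final) added. After 60 min at RT, ADP-Glo reagent 1 for 45 min and reagent 2 for 30 min preceded luminescence imaging.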
# Mm-Cpn inhibitor: M. maripaludis TRiC chaperonin inhibition; purified Mm-Cpn ATPase, ADP Transcreener TR-FRET; Potency, µM (doses to about 76.9 µM), inactives show top-dose activity, negative = inhibition, usual class: inhibitors; 330,000 tested, 0.031% active; AID 504842; note: potency is the fitted concentration of half-maximal effect; % is set by controls: 0 for no effect and ±100 for the full control effect; nearly all actives have a fitted effect of over 80% in size
#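 ATPase turnover read by TR-FRET ADP competition (Eu cryptate antibody/ADP-d2, 665/590 nm): 10uM ATP final, 25nM Mm-CPN final, 30 min 37degC after 10-min compound preincubation, pH 7.4 Tris/KCl/MgCl2/DTT buffer.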
# WRN helicase inh: blocks human WRN helicase; WRN helicase unwinding, fluorescent forked duplex, kinetic; Potency, µM (top dose mostly 114 µM), without a hit: at the highest dose activity change, negative = inhibition, hits mostly inhibitors; 360,000 tested, 0.46% active; AID 651768; note: potency is the fitted concentration of half-maximal effect; % is set by controls: 0 for no effect and ±100 for the full control effect; nearly all actives have a fitted effect of over 55% in size
#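 Screening of the MLSMR collection measured strand separation of a quenched forked DNA duplex (100 nM) by 20 nM WRN with 2 mM ATP, all final. Compounds were preincubated with enzyme 15 min at room temperature.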
# Numbers without * were called inactive; ? = inconclusive; · = no result given; [ ] = remark or other dose. Unless noted, calls come from the whole dose curve; as a rule, active = well fitted curve in the direction sought with a large enough effect; inconclusive = small, poorly fitted or top-dose-only effect, or another doubt; inactive = no such curve, though single readings can be large; an effect the other way counts as inactive or inconclusive. The list is partial, so the mix of outcomes need not match the whole.
# Order of results: PLK1 PBD block	EPAC1 antag	EPAC1 agonist	EPAC2 antag	CCT modulator	PI5P4Ka inh	Mm-Cpn inhibitor	WRN helicase inh
COc1ccc(Nc2c(-c3cc4ccccc4o3)nc3nc(C)cc(C)n23)cc1
 : 5.4%	7.6%	-3.1%	-23.5%	-0.2	-0.9	·	-1.0%
CC(C)(C)NC(=O)C(=O)NNC(=O)c1ccco1
 : 1.3%	1.4%	-16.6%	-1.1%	1.2	-1.1	-1.8%	2.7%
CCOc1c2ccc(C(=O)NCc3ccc4c(c3)OCO4)cc2nn1C
 : -9.7%	7.1%	1.8%	-2.2%	-1.2	2.1	-2.3%	0.7%
CC1=NN(c2ccccc2)C(=O)/C1=C\c1cc(C)n(C)c1C
 : -10.6%	-17.6%	-13.8%	0.2%	-1.4	1.7	-2.2%	0.5%
Cc1ccc(S(=O)(=O)N(C)c2ccc(OCC(=O)Nc3ccc(S(C)(=O)=O)cc3)cc2)cc1
 : -0.8%	-10.1%	-5.1%	-2.5%	-0.1	-7.6	·	-6.3%
COc1ccc([C@]2(C(C)C)ON(c3ccccc3C(F)(F)F)C2=O)cc1
 : -2.0%	-22.7%	10.2%	?	-3.5	22.8	-2.4%	-4.4%
CCOC(=O)[C@]12CCCC=C1N(Cc1ccco1)C(=O)[C@H](CC(=O)NCc1cccc3ccccc13)C2
 : -12.1%	-21.2%	7.3%	?	2.1	-0.4	·	-2.6%
CN(CC1CCCCO1)C(=O)c1cc(COc2ccc(F)cc2Cl)on1 (stereo not given)
 : 0.9%	-12.0%	-3.7%	-1.7%	0.0	-0.9	-1.3%	-18.1%
COc1ccc(CCNC(=O)CC(c2ccccc2)c2cccc(C)c2O)cc1OC (stereo not given)
 : 5.3%	-4.1%	-1.8%	-19.4%	-1.4	2.6	3.6%[15.4 µM]	-4.6%
CCCCOc1ccc(CN2CCCCC2)cc1
 : 2.0%	13.3%	0.8%	10.6%	2.2	·	1.2%	-0.3%
CN(C)CCNc1nc2c(c(=O)[nH]c(=O)n2C)n1CCOc1ccccc1
 : -10.0%	-24.0%	-4.5%	2.8%	-3.3	0.2	-0.2%	-1.8%
N#C/C(=C\c1ccc(OC(F)F)cc1)C(=O)N1CCCCC1
 : -6.5%	12.2%	0.4%	8.3%	0.9	1.6	0.6%	-3.9%
CC(C)CCC(C)NC(=O)C1CCN(S(=O)(=O)/C=C/c2ccccc2)CC1 (stereo not given)
 : -3.2%	-7.8%	11.3%	4.5%	-2.1	1.2	4.3%	14.2%
O=C(COC(=O)c1n[nH]c2ccccc12)Nc1ccc(Cl)cc1[N+](=O)[O-]
 : -9.2%	-4.4%	17.2%	-0.4%	1.6	2.4	0.5%	-6.8%
O=C(Cn1c(=O)n(Cc2ccco2)c(=O)c2ccccc21)NCC1CCCO1 (stereo not given)
 : -0.5%	-1.0%	5.4%	16.1%	-3.8	2.2	2.1%	-0.8%
CSc1ncnc2[nH]ccc12
 : 2.3%	4.4%	-3.3%	-12.7%	-1.1	-2.2	·	3.6%
COC(=O)C1=C(C)NC(C)=C(C(=O)OC)C1C(=O)OCC(=O)Nc1ccc(C(C)=O)cc1
 : -1.2%	-13.5%	6.1%	-3.5%	-1.0	1.8	-4.3%	-0.5%
CCCn1c(C)cc(=O)c2cc(NC(=O)c3cnccn3)ccc21
 : -7.8%	-14.1%	-0.7%	-3.7%	-7.4	-3.4	1.5%	11.7%
CCOc1cc(/C=C/C(=O)c2ccc(OC)c(CN3CCOCC3)c2)cc(Br)c1O
 : 49.0%[activator]	17.0%	20.8%	-8.9%	-1.5	-2.0	-5.6%	-15.7%
COc1ccc(OC)c(NC(=O)CSc2nc(=O)n(CCN3CCOCC3)c3c2CCCC3)c1
 : 1.9%	7.9%	1.1%	2.5%	3.1	1.1	-1.6%	-5.1%
O=C(COc1ccc(-c2ccccc2)cc1)N1CCN(C(=O)c2cccs2)CC1
 : -9.6%	6.7%	2.8%	3.6%	-0.8	-10.0	-8.7%	4.7%
COC(=O)c1cc(NC(=O)c2ccc(OC)cc2)c(=O)oc1C
 : ?	3.1%	4.8%	3.0%	1.2	10.1	-2.4%	-3.2%[57.1 µM]
O=C(NC(=S)Nc1ccc(Cl)c(C(=O)O)c1)c1cccc(COc2ccccc2)c1
 : ?	-20.8%	2.3%	-9.3%	-1.0	?	-0.3%	-6.2%[11.6 µM]
CC(=O)c1cccc(NC(=O)CC2S/C(=N/N=C/c3cccs3)NC2=O)c1 (stereo not given)
 : -3.9%	13.3%	2.0%	2.4%	1.2	2.8	1.9%	-4.8%
O=C(NCC1(c2ccccc2)CCCC1)C(=O)N1CCOCC1
 : -10.7%	-1.2%	-12.6%	-4.1%	-1.6	1.1	1.8%	4.4%
CCc1ccc(/C=C/C(=O)C2C(=O)c3ccccc3C2=O)cc1
 : 26.7µM*	0.5%	-12.5%	25.5%	2.9	·	-4.9%	-17.3%[57.1 µM]
CCOc1ccccc1/C=N/Nc1ccc(Cl)nn1
 : -8.1%	7.6%	0.6%	10.7%	-0.9	9.1	-1.1%	-0.8%
O=C(NNc1cc(Cl)cc(Cl)c1)C1CCC1
 : -3.9%	-3.6%	11.7%	0.0%	1.1	7.3	1.0%	-2.8%
COc1ccc(NC(=S)N2c3ccccc3CC2C)cc1OC (stereo not given)
 : -5.4%	-3.5%	13.4%	-12.8%	-1.8	6.6	0.5%	-10.1%
O=C(Nc1ccccc1C(=O)O)c1cccc(NC(=O)c2ccc(Br)o2)c1
 : -19.8%	?	10.1%	7.0%	0.9	?	0.7%	?

# Four structures already listed, ordered by number of heavy atoms, smallest number first:
# Order of results: PLK1 PBD block	EPAC1 antag	EPAC1 agonist	EPAC2 antag	CCT modulator	PI5P4Ka inh	Mm-Cpn inhibitor	WRN helicase inh
CSc1ncnc2[nH]ccc12
 : 2.3%	4.4%	-3.3%	-12.7%	-1.1	-2.2	·	3.6%
O=C(NNc1cc(Cl)cc(Cl)c1)C1CCC1
 : -3.9%	-3.6%	11.7%	0.0%	1.1	7.3	1.0%	-2.8%
COc1ccc(NC(=S)N2c3ccccc3CC2C)cc1OC (stereo not given)
 : -5.4%	-3.5%	13.4%	-12.8%	-1.8	6.6	0.5%	-10.1%
O=C(COc1ccc(-c2ccccc2)cc1)N1CCN(C(=O)c2cccs2)CC1
 : -9.6%	6.7%	2.8%	3.6%	-0.8	-10.0	-8.7%	4.7%

# Other results
# Order of results: PLK1 PBD block	EPAC1 antag	EPAC1 agonist	EPAC2 antag	CCT modulator	PI5P4Ka inh	Mm-Cpn inhibitor	WRN helicase inh
CC(=O)C1=C(O)C(=O)N(CCc2c[nH]c3ccccc23)C1c1ccco1 (stereo not given)
 : -15.3%	7.0%	-4.3%	4.8%	-1.0	-4.6	-0.6%	-6.2%
O=[N+]([O-])/C(=C\Nc1ccc(F)cc1F)S(=O)(=O)c1ccccc1
 : -29.0%	17.9%	4.0%	0.4%	-2.1	-3.0	0.6%	4.1%
O=C(Cc1ccccc1)Nc1ccc(N2CCCCC2)cc1
 : -11.9%	-20.4%	-7.0%	-4.1%	2.2	-2.7	-0.9%	-3.0%
Cc1ccc(-c2nnc(SCC(=O)NC(=O)Nc3ccc(C)cc3C)n2N)cc1
 : -10.5%	-10.2%	-0.9%	-0.9%	-4.8	-0.3	-1.3%	-20.4%
Cc1ccc(C)c(SCC(=O)Nc2ccc(S(=O)(=O)Nc3ncccn3)cc2)c1
 : -18.4%	-3.6%	0.7%	-8.8%	-1.6	?	-3.8%	-8.5%[11.6 µM]
Cc1ccc(Cc2c(C)nc3nc(SCC(=O)NCCCN4CCCCCC4)nn3c2C)cc1
 : -10.8%	-1.1%	-15.4%	-8.0%	0.3	1.1	0.1%	-8.5%
O=C(Cn1c(/C=C/c2ccccc2)nc2ccccc21)Nc1ccc(F)cc1
 : 18.9µM*	-10.8%	-9.8%	-3.6%	-0.2	-15.6	0.3%	-8.5%
CCc1ccc(Nc2cnn(C34CC5CC(CC(CC(=O)O)(C5)C3)C4)c(=O)c2Cl)cc1
 : -5.4%	-26.6%	-3.3%	?	-2.0	5.0	0.7%	-11.1%
CCOC(=O)N1CCN(C(=O)CSCc2ccc(Cl)cc2)CC1
 : -9.6%	-3.1%	-5.4%	4.4%	-1.3	1.4	-8.0%	-3.5%
COc1cccc(CNC(=O)C2=Cc3cccc(OC)c3OC2)c1
 : -1.4%	-14.2%	1.5%	9.9%	0.2	3.1	3.1%	-1.1%
C=CCNC(=O)C1CCN(c2cnccn2)CC1
 : 1.4%	9.4%	0.1%	11.2%	-1.3	6.8	0.9%	6.3%
Cc1ccc2cc(C#N)c(SCC(=O)NNC(=O)Cc3ccccc3)nc2c1
 : -6.1%	-12.3%	4.9%	-13.9%	-1.1	0.7	0.5%	-27.0%[57.1 µM]
CCC(=O)N1CCN(c2ccc(NC(=O)c3cccs3)cc2)CC1
 : -2.1%	-7.1%	8.1%	-3.4%	-2.5	0.2	1.0%	-2.4%
Cn1nccc1-c1coc2c(C(=O)NCC3CCOCC3)cccc12
 : -3.5%	1.5%	-9.7%	-7.2%	0.6	-0.4	·	-1.9%
N#Cc1c(N)n(-c2ccccc2)c(=O)c2cc([N+](=O)[O-])ccc12
 : -14.8%	-17.0%	8.0%	9.7%	0.4	8.5	-1.9%	-7.3%
C/C(CCc1oc2c(Br)cc(Br)cc2c1-c1ccc(C)o1)=N\O
 : ?	-3.6%	6.4%	14.0%	-1.6	·	0.5%	-26.3%
Cc1ccc(C)c(OCc2nnc(N)s2)c1
 : -14.3%	3.0%	-2.1%	11.4%	1.1	-5.3	-1.7%	0.2%
CCNc1nc(SC(C)C(=O)Nc2ccccc2)nc(N(C)C)n1 (stereo not given)
 : 5.8%	-16.1%	3.2%	4.4%	-4.9	2.2	0.6%	-0.9%[57.1 µM]
Cc1ccc2cc(S(=O)(=O)NCCCC(=O)O)ccc2c1
 : -7.7%	4.0%	4.8%	-1.0%	-4.6	-5.3	-1.1%	5.0%
O=C(CN1c2cccc3cccc(c23)S1(=O)=O)N1CCN(c2ccccc2)CC1
 : -8.2%	-12.6%	-14.6%	-9.5%	-0.6	-18.0	-2.2%	-5.6%
CCOc1ccc(-c2nc(C)sc2CC(=O)O)cc1
 : -0.6%	8.8%	-11.4%	17.4%	0.3	·	-0.1%	-16.1%
CCCCCC(=O)N1C[C@H](O)[C@@H](n2cc(C3CC3)nn2)C[C@@H]1c1ccc(C)cc1
 : -4.5%	0.3%	-8.2%	22.0%	-1.6	3.6	·	1.2%

# Assay outcomes: PubChem BioAssay, National Center for Advancing Translational Sciences (NCATS)
